Screening results as filed in PubChem BioAssay.
Vc quorum ag: induces V. cholerae light production without autoinducers | V. cholerae BH1578 lux reporter, luminescence, 6 h | activation, % at 18.7 µM | 350,000 tested, 0.16% active; in the data active = activation mostly above about 9.7%, no sharp cut-off; note: not every result past the cut was called active; inactives centre near 0; reference of the scale not given here
Rv3671c protease: inhibitors of M. tuberculosis serine protease Rv3671c. P9WHR9. inhibition, % at 5.96 µM. 320,000 tested, 0.048% active; in the data active = inhibition above about 38%;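 note: extracellular domain of Rv3671c used as enzyme; 0% = enzyme with DMSO and 100% = no enzyme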
Target sequence (P9WHR9 whole entry, looked up, the tested form may be a part): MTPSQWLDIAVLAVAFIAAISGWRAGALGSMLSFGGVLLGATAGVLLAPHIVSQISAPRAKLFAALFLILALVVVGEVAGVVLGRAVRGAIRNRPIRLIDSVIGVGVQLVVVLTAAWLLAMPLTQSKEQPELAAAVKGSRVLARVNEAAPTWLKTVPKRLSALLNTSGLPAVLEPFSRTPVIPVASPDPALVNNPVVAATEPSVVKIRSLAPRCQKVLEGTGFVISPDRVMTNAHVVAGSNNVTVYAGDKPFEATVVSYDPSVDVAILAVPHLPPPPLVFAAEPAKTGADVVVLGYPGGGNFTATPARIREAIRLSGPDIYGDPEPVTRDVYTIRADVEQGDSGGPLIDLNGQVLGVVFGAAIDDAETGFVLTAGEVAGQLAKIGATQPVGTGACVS
BioA inh: inhibitors of Mycobacterium tuberculosis BioA enzyme. purified M. tuberculosis BioA enzyme, plate reader. inhibition, % at 9.99 µM. 360,000 tested, 0.096% active. AID 602481; in the data active = inhibition above about 40%
UGM FP inh: Mtb UDP-galactopyranose mutase inhibition; AID 504406; 320,000 tested, 0.06% active; purified UGM, fluorescence polarization probe displacement; inhibition, % at 10 µM; P9WIQ1; in the data active = inhibition above about 10%, passing the limit was not always enough
VHR inh abs: inhibitors of human VHR1 phosphatase (DUSP3); recombinant VHR phosphatase, pNPP absorbance; P51452; AID 1654; 290,000 tested, 0.52% active; inhibition, % at 13.3 µM; in the data active = inhibition above about 50%; note: some compounds called inactive have numbers as strong as hits
Target sequence (P51452 whole entry, looked up): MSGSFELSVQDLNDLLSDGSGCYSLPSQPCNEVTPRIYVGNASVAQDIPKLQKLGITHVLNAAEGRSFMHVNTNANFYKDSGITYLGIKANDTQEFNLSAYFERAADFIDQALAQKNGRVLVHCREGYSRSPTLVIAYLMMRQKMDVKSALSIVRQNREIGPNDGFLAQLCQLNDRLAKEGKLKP
GDH-TPI counter: counter-screen for M. tuberculosis FBA inhibitors: GDH-TPI coupled enzymes. inhibition, % at 4.8 µM. GDH-TPI coupled enzyme counterscreen, NADH absorbance. 360,000 tested, 1.2% active. AID 588335; in the data active = inhibition above about 30%;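 note: 0% = DMSO wells and 100% = wells lacking the enzyme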
Mtb FBA inh: inhibits M. tuberculosis FBA enzyme; purified M. tuberculosis FBA, fluorescence read-out; inhibition, % at 1 µM; 360,000 tested, 2.3% active; P9WQA3; in the data active = inhibition above about 27%;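 note: 0% = vehicle and 100% = reference inhibitor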
Target sequence (P9WQA3 whole entry, looked up): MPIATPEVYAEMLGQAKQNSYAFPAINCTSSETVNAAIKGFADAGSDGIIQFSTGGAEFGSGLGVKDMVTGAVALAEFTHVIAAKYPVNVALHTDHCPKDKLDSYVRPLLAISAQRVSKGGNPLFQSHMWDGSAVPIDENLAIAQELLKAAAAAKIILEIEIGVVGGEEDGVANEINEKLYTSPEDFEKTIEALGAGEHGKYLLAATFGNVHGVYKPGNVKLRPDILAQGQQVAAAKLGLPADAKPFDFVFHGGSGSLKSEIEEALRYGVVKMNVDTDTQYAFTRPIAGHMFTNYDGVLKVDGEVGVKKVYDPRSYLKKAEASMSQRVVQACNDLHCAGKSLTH
SSB-PriA inh: K. pneumoniae PriA-SSBct interaction inhibition; AlphaScreen SSBct-PriA binding, biotinylated peptide; inhibition, % at 33 µM; 430,000 tested, 0.6% active; AID 1272365; in the data active = inhibition mostly above about 37%, no sharp cut-off; inactive = mostly below about 20%;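 note: plate controls were negative control peptide for no effect and reference peptide for full effect; strong numbers were not always called active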
MazF activator: MazEF (E. coli) toxin RNase activation | AID 504720 | activation, % at 20 µM | P0AE70 | 350,000 tested, 0.32% active | FAM/BHQ RNA-DNA oligo cleavage fluorescence, 5 h; in the data active = activation above about 50%
Target sequence (P0AE70 whole entry, looked up): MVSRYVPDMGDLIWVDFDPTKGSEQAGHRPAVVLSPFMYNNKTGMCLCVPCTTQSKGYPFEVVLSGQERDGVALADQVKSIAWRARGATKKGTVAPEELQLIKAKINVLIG
SARS 3CLpro inh: SARS-CoV 3CLpro protease inhibition. 290,000 tested, 0.14% active. inhibition, % at 6 µM. P0C6X7. recombinant SARS-CoV 3CLpro, quenched FRET peptide cleavage; in the data active = inhibition above about 12%
* marks the source's active call; other numbers are inactive results; i = inactive; / = no result given; & = joins results of further samples. Not all compounds are listed (hit frequency here may not be typical).

SMILES	Vc quorum ag	Rv3671c protease	BioA inh	UGM FP inh	VHR inh abs	GDH-TPI counter	Mtb FBA inh	SSB-PriA inh	MazF activator	SARS 3CLpro inh
COC(=O)c1c(NC(=O)c2ccco2)sc2c1CC(C)(C)NC2(C)C	-1.3	0	0.5	0.0	4	23	0	-16	0	6
O=C(COC(=O)c1c(F)cccc1F)NC(=O)NCc1ccccc1	i	/	0.7	/	/	-4	-6	/	-21	/
C=CC(=O)Nc1cccc(Nc2nc(N[C@H]3CC[C@H](N(C)C)CC3)nc3c2ncn3C(C)C)c1	i	/	4.2	/	/	7	2	/	15	/
O=C1CC(c2cccc(F)c2)C2=C(CCCC2=O)N1 (centres undefined)	0.0	3	1.5	-1.9	29	-5	1	-5	-1	0
CN=C1S/C(=C\c2ccc(N3CCOCC3)cc2C)C(=O)N1C	0.0	-3	/	0.6	5	5	1	4	41	-2
Cc1ccc(NS(=O)(=O)c2ccc(NC(=O)C3CC3)cc2)cc1C	-0.4	/	1.8	/	0	3	1	-2	5	3
CCOC(=O)Cn1c(=N)n(CCOc2cccc(C)c2)c2ccccc21	i	0	-2.0	-3.5	22	-6	2	-3	21	6
O=C(COC(=O)C1CC(O)CN1S(=O)(=O)c1ccc(Cl)cc1)c1ccccc1 (centres undefined)	i	-11	1.0	-2.0	26	5	-3	0	7	1
COc1ccc(N2CCN(CC(O)COc3ccc4c(c3)CCC4)CC2)cc1 (centres undefined)	0.3	5	-0.3	-1.1	12	-2	0	31	-3	1
Cc1ccc(N(CC(=O)NC(C)(C)C)C(=O)CNC(=O)c2cccs2)cc1	i	0	/	2.2	36	2	-1	-15	-3	-4
CC(Oc1ccc(-c2nnco2)cc1)C(=O)N1CCOCC1 (centres undefined)	0.6	5	2.8	-4.8	/	5	8	-3	3	/
CCCOc1ccc(C(=O)c2nc3c(n2O)CCCCC3)cc1	i	-9	0.4	3.6	16	31*	-1	-8	10	3
CC(=O)N1CCN(S(=O)(=O)c2cccc(C(=O)OCC(=O)N(CCC#N)c3ccc(F)cc3)c2)CC1	i	13	-1.8	0.1	/	6	2	-7	5	/
CCOc1ccc(S(=O)(=O)NNS(=O)(=O)c2ccc(C)cc2C)cc1	i	-3	-0.6	0.3	1	6	-4	2	6	-4
O=C(CN1C(=O)COc2ccc(Cl)cc21)N1CCCCC1	i	4	-0.7	0.3	21	-9	3	6	1	0
NC(=O)c1ccc(NC(=O)c2ccc3c(c2)CCN3S(=O)(=O)c2ccccc2)cc1	-0.3	-9	-2.4	0.4	31	10	3	-14	11	-5
O=C(C[N+]12CCC(CC1)C(OC(=O)c1ccccc1)C2)c1ccc([N+](=O)[O-])cc1 (centres undefined)	i	7	/	2.0	25	-5	4	-12	-6	4
N#C/C(=C\c1cn(CC(=O)N2CCCC2)c2ccccc12)C(=O)NCc1ccc2c(c1)OCO2	i	8	/	-1.1	-9	11	0	8	10	-2
COC(=O)c1sc(-c2ccc(Cl)cc2)cc1NC(=O)c1ccccc1C(=O)O	-0.7	1	/	1.3	9	32*	2	-5	-7	5
CCN(CC(=O)NCc1ccc(F)cc1)C(=O)C1CC1C (centres undefined)	-0.3	4	-4.2	2.4	6	-6	-3	0	-1	3

Entries of single compounds, quoted from the list. Order of values: Vc quorum ag, Rv3671c protease, BioA inh, UGM FP inh, VHR inh abs, GDH-TPI counter, Mtb FBA inh, SSB-PriA inh, MazF activator, SARS 3CLpro inh
O=C(C[N+]12CCC(CC1)C(OC(=O)c1ccccc1)C2)c1ccc([N+](=O)[O-])cc1 (centres undefined) reads i, 7, /, 2.0, 25, -5, 4, -12, -6, 4
CCN(CC(=O)NCc1ccc(F)cc1)C(=O)C1CC1C (centres undefined) reads -0.3, 4, -4.2, 2.4, 6, -6, -3, 0, -1, 3

Further structures follow.
SMILES	Vc quorum ag	Rv3671c protease	BioA inh	UGM FP inh	VHR inh abs	GDH-TPI counter	Mtb FBA inh	SSB-PriA inh	MazF activator	SARS 3CLpro inh
Cc1ccc(-c2cc(-c3ccccc3[N+](=O)[O-])[nH]n2)c(O)c1	i	7	-1.7	0.2	30	7	7	11	8	4
O=C(O)c1ccc(NC(=S)NCc2ccccc2)cc1	-0.1	4	-1.7	1.7	7	-4	2	-5	9	0
Cc1cccc(N2CCN(CC(=O)Nc3ccccc3[N+](=O)[O-])CC2)c1C	i	-8	-0.6	2.7	33	2	-1	18	-6	1
Cc1cc(C(=O)CN2C(=O)C(=O)N(CCC3=CCCCC3)C2=O)c(C)n1C	i	-6	-2.8	0.8	/	5	2	27	-4	/
CCN(CC)S(=O)(=O)c1ccc(-c2nnc(SCC(=O)Nc3ccc4c(c3)OCO4)o2)cc1	i	-8	/	-0.1	-12	10	0	-7	3	1
O=C(c1coc(=O)c2ccccc12)N1CCN(Cc2ccccc2)CC1	i	0	3.5	-2.8	-6	2	5	-12	12	-1
COc1ccc(C(=O)C2CCCN(C3Cc4ccccc4C3)C2)cc1OC (centres undefined)	i	0	/	0.0	17	4	1	-5	2	0
O=c1c2c(-c3ccc(Cl)cc3)csc2ncn1/N=C/c1cccc([N+](=O)[O-])c1O	/	10	/	-3.7	-24	0	-11	/	0	1
COC(=O)Nc1cc(C)n(-c2ccccc2)n1	-0.6	3	/	3.6	4	6	-1	-7	8	5
CSC1=NCCN1C(=O)c1c(F)cccc1Cl	i	5	0.6	-1.5	18	-8	-1	5	6	-3
Cc1cnc(C(=O)Nc2ccc(N3CCN(C(=O)OC(C)(C)C)CC3)cc2)cn1	3.7	7	4.7	-1.0	7	-4	0	-12	-1	-3
COC(=O)/C=C/c1oc2ccccc2c1C	0.2	2	/	1.6	28	16	1	-25	-2	7
O=C(C1CC1c1ccccc1)N1CCN(c2cccc(Cl)c2)CC1 (centres undefined)	-1.2	/	1.3	/	23	5	0	-7	-5	1
Cc1cccc(NC(=O)CSc2nnnn2C2CCCC2)c1	-1.2	/	-0.9	/	38	5	0	-3	-4	7
CC(C)OCCCn1c(SC(C)C(=O)NC2CC2)nc2ccccc2c1=O (centres undefined)	-0.5	5	-1.1	-0.5	/	1	5	1	5	/
CCOC(=O)C1=CN(Cc2ccco2)S(=O)(=O)N(C)C1c1ccc(F)c(Cl)c1 (centres undefined)	-1.1	/	-5.1	/	/	15	5	2	5	/
C/C(=N\NC(=O)c1ccc(O)cc1)c1ccc(NC(=O)Cc2ccccc2)cc1	-1.5	/	1.0	-0.1	15	4	0	/	0	-7
Cc1nonc1C1CCCN1Cc1cn[nH]c1-c1ccc2c(c1)OCO2 (centres undefined)	0.3	12	-0.6	1.6	-4	21	-1	-7	6	6
O=C(NC(=S)N1CCCc2ccccc21)c1ccco1	1.0	6	/	-3.9	-3	1	2	24	2	3
Cc1oc(-c2cccc3ccccc23)nc1CN1CCN(c2ncnc3ccccc23)CC1	-0.2	-8	/	-1.1	5	7	3	-3	1	6
Cc1ccccc1-n1c(SCC(=O)N2CCN(c3ccccn3)CC2)nnc1N1CCOCC1	-7.1	-6	7.1	0.5	/	1	5	-1	1	/
O=C(Nc1nccs1)c1ccc(S(=O)(=O)N2CCCCC2)cc1	-0.2	-3	-0.7	-0.8	19	8	2	-11	4	1
CC1CCN(CCc2nc3ccccc3[nH]2)CC1	-0.5	6	-1.3	-0.2	-7	4	1	-16	2	-1
Cc1ccc(CNC(=O)c2cc3c(s2)CN(Cc2ccccc2)C3)cc1	-0.2	-7	-1.6	4.3	24	-3	2	-2	2	3
O=C(c1cn(-c2ccccc2)nc1-c1ccncc1)N1CCCCC1	i	-4	2.9	0.1	8	2	17	-24	1	7
COc1ccccc1CNC(=O)COc1cc(O)c2c(c1)OC(C)(C)CC2=O	-0.1	/	-0.6	/	/	6	-2	/	/	/
COc1ccc(CNC(=O)C[C@H]2C[C@H](C(=O)N3CCOCC3)[C@@]3(CCC4CCCC4)c4[nH]c5cc(-c6ccco6)ccc5c4CCN3C2=O)cc1OC	-0.4	/	0.7	/	/	0	2	-6	-3	/
O=C(COC(=O)c1ccc2c(=O)n3c(nc2c1)CCC3)NC1CCS(=O)(=O)C1 (centres undefined)	i	-4	/	-0.8	9	0	8	11	2	3
O=C(c1ccccc1)c1c[nH]cc1-c1ccccc1	-0.3	-3	2.2	-4.0	0	0	0	0	-1	-1
COc1ccc(CCNS(=O)(=O)CCNC(=O)c2ccc3c(c2)OCO3)cc1	-0.3	1	-0.5	-2.4	/	-12	-2	-5	4	/
COc1ccc(C(=O)Nc2nc(C)c(C(=O)N(C)C)s2)cc1OC	-0.5	3	0.4	0.9	-16	18	2	-1	6	-6
Cc1ccc(S(=O)(=O)NCCc2cc3ccc(C)c(C)c3[nH]c2=O)cc1	-4.0	0	0.8	2.4	10	5	3	1	18	0
COc1cccc(NC(=O)C2CCCO2)c1 (centres undefined)	-0.8	-3	1.3	-3.8	10	-8	-3	4	3	-2
C[C@]12CCC3C(CC[C@H]4C[C@@H](O)CC[C@]34C)C1C[C@@H](Br)[C@H]2O (some centres undefined)	i	-1	4.1	1.4	/	-8	0	/	/	/
COC(=O)c1cc(C(=O)CC(C)C)c[nH]1	-0.4	-7	8.0	0.3	2	-5	1	3	-4	-2
O=C(CSc1nnc2ccc(-c3ccccc3)nn12)NCC1CCCO1 (centres undefined)	-2.2	3	/	-1.2	-12	2	6	-7	9	3
COc1ccc(OCCSc2nnc3sc4ccccc4n23)cc1	2.9	-9	2.3	-0.3	-2	3	1	-1	7	-3
CC1Cc2c([nH]c3ccccc23)C(=O)N1 (centres undefined)	i	-4	-1.8	3.9	40	9	32*	5	-5	-1
CCOC(=O)Cc1[nH]nc2c1C(C1C=CCCC1)C(C#N)=C(N)O2 (centres undefined)	-0.5	-4	0.4	-0.8	4	4	0	12	-6	-5
COc1ccc(N(C(=O)Cn2nnc3ccccc32)C(C(=O)NCc2ccco2)c2cccnc2)cc1 (centres undefined)	i	-4	1.3	3.6	14	0	1	-13	1	8
COc1ccc(N(C(=O)CCl)C(C(=O)NCCc2ccccc2)c2cccs2)cc1 (centres undefined)	-2.4	-6	2.5	5.6	1	-3	1	0	2	12
C=C(C)CSc1nnc(-c2cccc(Cl)c2)n1N	i	5	0.2	-0.7	8	3	3	4	3	-7
CCOc1cnn(Cc2ccccc2)c(=O)c1SCc1ccccc1	i	-7	/	-0.6	-7	10	1	-14	-5	-1
CC(=O)c1cccc(NC(=O)Nc2ccc3c(c2)CCC3)c1	-0.3	-2	-0.7	0.9	23	1	1	-7	-4	0
CCn1c2ccccc2c2nnc(SCC(=O)OCN3C(=O)c4ccccc4C3=O)nc21	1.1	-10	-3.1	-2.2	28	5	3	-30	5	0
COc1ccc(C(=O)Nn2cnc3ccccc3c2=O)c(OC)c1	i	-1	-1.9	4.4	16	-2	2	2	12	8
CN(C)S(=O)(=O)Nc1ccccn1	i	3	/	-0.6	30	10	-1	0&9	-7	-1
Cc1cc(=O)oc2cc(OC(C)C(=O)NC3(C#N)CCCCC3)ccc12 (centres undefined)	-4.6	-9	1.0	-2.9	/	5	18	-22	5	/
Cc1nc(NC(=O)C2CC2)sc1C(=O)Nc1ccc(Br)cc1	-0.8	1	-1.5	-1.5	2	8	-1	-4	5	-2

6 structures out of the list, sorted by SMILES length, falling:
SMILES	Vc quorum ag	Rv3671c protease	BioA inh	UGM FP inh	VHR inh abs	GDH-TPI counter	Mtb FBA inh	SSB-PriA inh	MazF activator	SARS 3CLpro inh
COc1ccc(N(C(=O)CCl)C(C(=O)NCCc2ccccc2)c2cccs2)cc1 (centres undefined)	-2.4	-6	2.5	5.6	1	-3	1	0	2	12
Cc1cc(=O)oc2cc(OC(C)C(=O)NC3(C#N)CCCCC3)ccc12 (centres undefined)	-4.6	-9	1.0	-2.9	/	5	18	-22	5	/
COc1ccc(C(=O)Nn2cnc3ccccc3c2=O)c(OC)c1	i	-1	-1.9	4.4	16	-2	2	2	12	8
CCOc1cnn(Cc2ccccc2)c(=O)c1SCc1ccccc1	i	-7	/	-0.6	-7	10	1	-14	-5	-1
C=C(C)CSc1nnc(-c2cccc(Cl)c2)n1N	i	5	0.2	-0.7	8	3	3	4	3	-7
CN(C)S(=O)(=O)Nc1ccccn1	i	3	/	-0.6	30	10	-1	0&9	-7	-1
